Screening data as filed in PubChem.
E-sel inducer: induces E-selectin expression in human endothelial cells; P16581; HUVEC E-selectin immunofluorescence imaging; normalized: neutral wells 0, TNF-alpha wells 100; activation, % at 7.58 µM; actives 0.37% (n = 260,000); AID 686992;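 active means mean E-selectin-positive cell signal at least 10% of the positive control, reached in at least 60% of replicates, without over 20% cell loss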;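 further: in these data hits start at about 27%; measured in HUVEC primary endothelial cells; signal is the percent of cells scored E-selectin positive by PE staining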
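Assay system: HUVEC primary endothelial cells. Input: 3,000 HUVEC seeded per well. Doses: one compound dose added by pin transfer. Read-out basis: % PE-positive cells. Benchmarks: TNF-alpha high, DMSO low. Detection: immunofluorescence imaging. Buffer or medium: EGM-2, gelatin.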
ERAP1 HTS inh: ERAP1 (human) enzyme inhibition. Q9NZ08. recombinant ERAP1, Leu-AMC fluorescence, 60 min. inhibition, % at 10.7 µM. actives 0.15% (n = 340,000);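 active means mean replicate inhibition of at least 30%, or all replicates individually reaching that 30% level; inactive means mean below 30% and not every replicate reaching it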;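 further: 0% = neutral control wells and 100% = L-leucinethiol positive control wells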
Target sequence (Q9NZ08 whole entry, looked up): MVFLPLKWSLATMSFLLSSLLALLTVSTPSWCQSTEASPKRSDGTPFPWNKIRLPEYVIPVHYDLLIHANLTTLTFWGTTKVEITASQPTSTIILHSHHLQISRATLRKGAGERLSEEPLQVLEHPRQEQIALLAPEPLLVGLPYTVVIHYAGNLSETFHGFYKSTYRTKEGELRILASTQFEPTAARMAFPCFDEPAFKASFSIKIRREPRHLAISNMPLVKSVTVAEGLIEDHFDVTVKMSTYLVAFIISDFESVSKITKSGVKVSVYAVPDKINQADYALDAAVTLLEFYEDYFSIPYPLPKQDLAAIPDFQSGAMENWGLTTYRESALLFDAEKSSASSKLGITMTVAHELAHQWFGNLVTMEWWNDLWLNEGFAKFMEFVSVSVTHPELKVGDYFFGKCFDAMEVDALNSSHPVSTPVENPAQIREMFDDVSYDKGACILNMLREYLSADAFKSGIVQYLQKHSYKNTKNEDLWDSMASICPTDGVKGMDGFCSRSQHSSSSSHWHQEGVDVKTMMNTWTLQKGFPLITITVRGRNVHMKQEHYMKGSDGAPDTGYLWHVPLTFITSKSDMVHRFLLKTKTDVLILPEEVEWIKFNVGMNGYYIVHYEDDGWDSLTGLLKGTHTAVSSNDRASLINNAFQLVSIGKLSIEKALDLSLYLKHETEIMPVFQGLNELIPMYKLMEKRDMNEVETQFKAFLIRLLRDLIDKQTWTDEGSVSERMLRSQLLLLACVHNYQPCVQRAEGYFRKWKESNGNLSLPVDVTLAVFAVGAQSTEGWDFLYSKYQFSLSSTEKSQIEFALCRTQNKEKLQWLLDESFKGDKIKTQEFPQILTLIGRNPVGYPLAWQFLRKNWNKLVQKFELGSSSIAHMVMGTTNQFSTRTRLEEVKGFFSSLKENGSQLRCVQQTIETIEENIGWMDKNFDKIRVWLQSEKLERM
ERp5 inh: ERp5 (human) disulfide isomerase inhibition | Q15084 | ERp5 insulin aggregation, absorbance 650 nm, 90 min | inhibition, % at 9.99 µM | actives 0.05% (n = 350,000) | AID 651711;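 active means mean replicate inhibition above about 25%, with every replicate also reaching it, limit read from the data, passing the limit was not always enough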
S100A4 MyoIIA: inhibitors of human S100A4 binding to myosin IIA peptide | inhibition, % at 10.7 µM | actives 0.14% (n = 360,000) | S100A4/TAMRA-MyoIIA peptide fluorescence polarization;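 active means mean inhibition of at least 70% across replicates, with every replicate also reaching that level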
Target sequence (P26447 whole entry, looked up): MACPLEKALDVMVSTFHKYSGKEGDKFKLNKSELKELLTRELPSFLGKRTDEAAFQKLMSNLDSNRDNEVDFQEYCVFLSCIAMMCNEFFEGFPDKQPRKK
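Test system: S100A4 monomer protein. Medium: HEPES buffer with Ca2+, pH 7.2. Reagent: fluorescent myosin IIA peptide, 5 nM. Compound dosing: single-point compound testing. Timing: 5 min between mix addition and reading. Benchmarks: DMSO neutral and TFP positive wells.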
RAD54 inh: inhibitors of human RAD54 branch migration; RAD54 Holliday junction branch migration, FAM/BHQ fluorescence; Q92698; inhibition, % at 10.4 µM; actives 0.14% (n = 360,000);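 active means mean normalized replicate activity at least 40 and at least half of replicates scoring 40 or more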;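 further: 0% = median of neutral control wells and 100% = median of positive control wells; inhibitors cause a drop in the FAM fluorescence signal; in these data hits start at about 50%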
RAD52 anneal inh: inhibitors of human RAD52 DNA annealing; actives 0.46% (n = 360,000); P43351; inhibition, % at 18.7 µM; recombinant RAD52 DNA annealing, FRET fluorescence; AID 651710;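 active means every replicate showing at least 50% inhibition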
esBAF inh: SWI/SNF esBAF complex inhibition; actives 2% (n = 350,000); reporter increase, % at 12.5 µM; mouse ES cells, Bmi1-luciferase knock-in reporter, 24 h; 100% = twice the neutral-well signal; in the data active means activation above about 40%;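 further: 0% = median of the plate's neutral control wells and 100% = double that signal; a rise in the Bmi1 reporter signal indicates esBAF inhibition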
XiGFP reactiv: activators of X-chromosome reactivation in mouse fibroblasts; XiGFP mouse fibroblasts, % GFP-positive cells imaging, 3 d; cells co-treated with 5-aza-dC sensitizer; scaled so ellipticine positive control = 100%; AID 743238; activation, % at 7.58 µM; actives 0.055% (n = 360,000);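 active means mean normalized replicate activation at least 10% and every replicate at or above 10%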;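 further: 0% = median of on-plate neutral control wells and 100% = ellipticine 6 µM median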
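assay system = SV40-immortalized XiGFP fibroblast cells, line 68-5-11 | buffer or medium = DMEM plus 5-aza-dC sensitizer | doses = single-point pinned compound dosing | times = 3-day compound exposure, then 15 min fixation at room temperature | benchmarks = positive control ellipticine, 6 µM final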
An asterisk follows results filed as active; . = not tested or not shown; & = joins results of further samples.

SMILES | E-sel inducer | ERAP1 HTS inh | ERp5 inh | S100A4 MyoIIA | RAD54 inh | RAD52 anneal inh | esBAF inh | XiGFP reactiv
C[C@@H]1CCCCO[C@H](CN(C)C(=O)Nc2ccc(C(F)(F)F)cc2)[C@@H](C)CN([C@@H](C)CO)C(=O)c2cc(NC(=O)c3ccncc3)ccc2O1 | -0.3 | 0 | -6 | -5 | -2 | -2 | -7 | 0.3
Cc1noc(C)c1NC(=O)N(C)C[C@H]1Oc2ccc(NC(=O)NC(C)C)cc2C(=O)N([C@@H](C)CO)C[C@@H]1C | -0.4 | -2 | -1 | 53 | -9 | -17 | 3 | 0.3
CCOc1ccccc1NC(=O)CSc1nc2ccccc2c(=O)n1CC1CCCO1 (configuration not stated) | 0.1 | 1 | 0 | 3 | . | -8 | -3 | 0.2
CCCCNC(=O)C1CC(c2cccc(F)c2)=NO1 (configuration not stated) | -0.2 | 9 | -4 | 0 | -4 | -4 | 85* | 0.5
COCOCCn1cc(CN2CCS(=O)(=O)N(Cc3ccc(-c4ccccc4)cc3)C(C(C)C)C2=O)nn1 (configuration not stated) | -0.5 | 0 | -4 | -2 | 4 | -10 | -3 | 0.0
CCOC(=O)N1CCC(NC(=O)c2ccc3c(c2)N=C(CC)c2cc(C)ccc2S3)CC1 | . | 0 | -5 | -6 | 0 | -31 | 5 | 0.0
COc1ccc2c3c(n(C)c2c1)[C@H](CO)N(CC1CCCC1)CC31CCN(C(=O)CN(C)C)CC1 | -0.5 | 2 | -12 | 14 | . | -71 | . | 0.2
CCN(C(=O)C(C)Sc1ccc(S(=O)(=O)N2CCN(C)CC2)cn1)c1ccccc1 (configuration not stated) | -0.2 | -1 | 2 | 7 | 2 | -17 | 0 | 0.3
C/C=C/c1cnc2c(c1)C(=O)N([C@H](C)CO)C[C@@H](C)[C@@H](CN(C)C(=O)NC1CCCC1)O2 | 0.3&-0.1 | 3&3&3 | 4&-2&-5 | 5&0&2 | 7&10 | -3&-4&2 | 5&-4&3 | 0.0&0.3
C/C(=N\Nc1cc(N2CCOCC2)nc(C)n1)c1ccc(F)cc1 | . | 3 | -1 | 2 | -7 | -22 | 8 | 0.2
O=S(=O)(c1ccc(Cl)c(S(=O)(=O)N2CCCC2)c1)N1CCCC1 | 3.8 | 0 | 19 | -7 | . | -23 | . | 0.0
Cn1cccc1C(=O)OCC(=O)N1CCc2ccccc21 | 3.6 | 4 | -3 | 1 | 5 | -11 | 25 | 0.3
COCCN(C(=O)COC(=O)c1ccc2[nH]c(C)c(C)c2c1)c1c(N)n(Cc2ccccc2)c(=O)[nH]c1=O | . | 4 | -3 | -7 | . | -68 | 1 | 0.2
CC1CCN(c2ccc3nnc(CCC(=O)N4CCN(c5ccccc5F)CC4)n3n2)CC1 | . | 0 | -8 | -2 | -5 | -3 | -2 | 0.1
COc1ccc(-c2nn(-c3ccccc3)cc2C(=O)OCC(=O)c2ccc(C)c([N+](=O)[O-])c2)cc1 | . | -4 | -6 | -2 | . | 2 | . | 0.0
Cc1ccc(OCC(=O)N2CCc3ccccc3C2)cc1 | . | 2 | 1 | 0 | 0 | -17 | -4 | 0.0
CC1CCCN(C(=O)C(=O)Nc2ccc3nc4n(c(=O)c3c2)CCCCC4)C1 (configuration not stated) | -0.3 | 7 | -6 | 2 | 12 | -7 | 1 | -0.1
COc1cc(OC)cc(C(=O)NCC(=O)NCCN2C(=O)S/C(=C\c3ccc4c(c3)OCO4)C2=O)c1 | -1.1 | -3 | 1 | 2 | -10 | -27 | 11 | 0.2
COc1cc(NC(=O)COC(=O)C2CC(O)CN2S(=O)(=O)c2ccc(Cl)cc2)c(C)cc1[N+](=O)[O-] (configuration not stated) | . | 1 | 10 | -2 | -8 | -8 | 14 | 0.9
CN(C)c1nc(C(=O)NN)nc(N(C)C)n1 | . | -2 | -4 | -1 | 12 | -9 | 4 | .
COc1cccc2cc(S(=O)(=O)c3ccc(C)cc3)/c(=N/NS(=O)(=O)c3ccc(C)cc3)oc12 | 0.6 | -4 | 2 | 4 | . | -10 | . | 0.2
CCN1C[C@@H]2[C@@H]3C(=O)N(C)C(=O)[C@@H]3[C@](C)(C1=O)N2C(=O)c1ccc(Br)cc1 | 0.0 | -3 | 2 | 1 | -9 | -40 | -10 | 0.0
C=CC1c2ccccc2/C=C(C(=O)OC)\C(C(=O)OC)=C/N1Cc1ccc(OC)cc1 (configuration not stated) | . | 1 | -1 | 1 | -2 | 11 | . | .
CCCCC(=O)Nc1ccc(C(=O)NNC(=O)c2cccs2)cc1 | . | -1 | 0 | 1 | . | -14 | . | 0.0
C[C@H]1CCCCO[C@H](CN(C)S(=O)(=O)c2cccs2)[C@@H](C)CN([C@@H](C)CO)C(=O)c2cc(NC(=O)NC3CCCCC3)ccc2O1 | 0.3 | . | . | . | -2 | . | -7 | 0.2
O=S(=O)(N[C@H]1CC[C@@H](CCn2cc(C3(O)CCCC3)nn2)O[C@@H]1CO)c1ccccc1 | -0.9 | -1 | -1 | -10 | -5 | 0 | -3 | 0.7
O=C(CN(C(=O)CNC(=O)c1ccco1)c1cccc(F)c1)NC1CCCCC1 | . | -2 | 4 | -4 | 1 | -7 | -2 | 0.2
COc1cc(OC)cc(C(=O)Nc2ccc(NC(=O)c3ccco3)c(C)c2)c1 | -0.1 | -2 | 0 | 1 | -7 | -45 | 9 | 0.2
Cc1ccccc1CC(=O)N1CCCc2ccccc21 | . | -2 | 1 | 8 | 3 | -13 | 0 | 0.0
C[C@H]1CN([C@@H](C)CO)C(=O)c2cc(NC(=O)Cc3cn(C)c4ccccc34)ccc2O[C@@H]1CN(C)S(=O)(=O)c1ccc(F)cc1 | 0.2 | -2 | 1 | -5 | -17 | 4 | 4 | -0.1
COC(=O)c1cc2c([nH]c1=O)CCCC2=O | 0.2 | 2 | -4 | 0 | -5 | -19 | -2 | -0.1
Cc1cc(F)ccc1C(O)c1ncc(-c2ccccc2)[nH]1 (configuration not stated) | 0.1 | 1 | 3 | -4 | -1 | 6 | 5 | 0.0
CC(=NCCc1ccccc1)C1=C(O)C(c2ccccc2)OC1=O (configuration not stated) | -1.2 | 2 | -7 | 7 | . | -70 | . | -0.1
COC(=O)c1cccc(C23CC4(C2)[C@H](CN(Cc2cccnc2)[C@@H]4c2ccccc2)C3c2ccc(Cl)nc2)c1 (some centres not stated) | 0.6 | 2 | 2 | -2 | -2 | -12 | -10 | 0.3
COCC(=O)N(C)C[C@H]1Oc2ncc(C#Cc3ccncc3)cc2C(=O)N([C@H](C)CO)C[C@@H]1C | . | 0 | 1 | 0 | -6 | -22 | -1 | 0.4
CN(C)S(=O)(=O)c1ccc(-c2csc(-c3cccnc3)n2)cc1 | 0.0 | -3 | -3 | 6 | . | -12 | . | 0.1
O=C(CC1CS(=O)(=O)CC1CC(=O)Oc1ccccc1F)Oc1ccccc1F (configuration not stated) | 1.7 | 2 | 5 | 1 | . | -17 | . | 0.0
C[C@H]1CN([C@@H](C)CO)C(=O)Cc2cc(NC(=O)c3ccncc3)ccc2O[C@H]1CN(C)S(=O)(=O)c1ccccc1 | -0.1 | 3 | 7 | -3 | 4 | -9 | -2 | 0.0
Cc1ccc(S(=O)(=O)c2nc(S(C)(=O)=O)sc2N2CC(C)OC(C)C2)cc1 (configuration not stated) | -4.6 | 3 | 2 | -4 | 5 | -10 | -4 | 0.1
CCOC(=O)c1cc(-c2ccccc2C)nn1Cc1cc(C)no1 | 1.4 | -1 | 9 | 0 | 9 | -11 | 46* | 0.1

Record cards, as listed above. Order of screens: E-sel inducer	ERAP1 HTS inh	ERp5 inh	S100A4 MyoIIA	RAD54 inh	RAD52 anneal inh	esBAF inh	XiGFP reactiv
O=C(CC1CS(=O)(=O)CC1CC(=O)Oc1ccccc1F)Oc1ccccc1F (configuration not stated) across the screens: 1.7	2	5	1	.	-17	.	0.0
CCCCNC(=O)C1CC(c2cccc(F)c2)=NO1 (configuration not stated) across the screens: -0.2	9	-4	0	-4	-4	85*	0.5
C/C(=N\Nc1cc(N2CCOCC2)nc(C)n1)c1ccc(F)cc1 across the screens: .	3	-1	2	-7	-22	8	0.2
COCCN(C(=O)COC(=O)c1ccc2[nH]c(C)c(C)c2c1)c1c(N)n(Cc2ccccc2)c(=O)[nH]c1=O across the screens: .	4	-3	-7	.	-68	1	0.2
COc1cc(OC)cc(C(=O)NCC(=O)NCCN2C(=O)S/C(=C\c3ccc4c(c3)OCO4)C2=O)c1 across the screens: -1.1	-3	1	2	-10	-27	11	0.2

More structures follow.
SMILES | E-sel inducer | ERAP1 HTS inh | ERp5 inh | S100A4 MyoIIA | RAD54 inh | RAD52 anneal inh | esBAF inh | XiGFP reactiv
CSc1ccccc1OCc1cc(C(=O)N(C)Cc2ccc3nsnc3c2)no1 | 0.4 | 2 | 0 | -7 | 11 | -13 | 28 | 0.0
O=C(Nc1ccc(F)c(Cl)c1)Nc1nnc([C@@H]2O[C@H](CO)[C@@H](O)[C@H]2O)s1 | . | -7 | -3 | -1 | 2 | -11 | -4 | -0.2
COc1ccc(S(=O)(=O)N2CCCN(C)CC2)cc1 | -0.2 | -5 | 1 | -4 | -7 | -10 | 3 | 0.0
CC(C)NC(=O)N(C)C[C@@H]1OCCCC[C@@H](C)Oc2ccc(NS(=O)(=O)c3cn(C)cn3)cc2C(=O)N([C@@H](C)CO)C[C@H]1C | . | 4 | -1 | 41 | 2 | -6 | 4 | 0.0
C[C@@H]1CN([C@H](C)CO)C(=O)Cc2cc(NC(=O)NC3CCCCC3)ccc2O[C@H]1CN(C)C(=O)Nc1ccc2c(c1)OCO2 | -12 | 3 | 7 | 9 | -5 | 8 | 5 | 0.1
CCCCC[C@H]1CN(Cc2ccccc2)C(=O)[C@@H]1CC(=O)NCc1ccc(OC)cc1 | . | -3 | -3 | -2 | -6 | 21 | -3 | 0.0
CCOCC(=O)N1CCC(Cc2ccccc2)CC1 | . | 8 | -1 | -2 | . | 11 | . | 0.1
O=[N+]([O-])c1cccc(-c2ccc(CN3CCCCC3)o2)c1 | -0.2 | 2 | 3 | 1 | 11 | 11 | -3 | 0.1
O=S(=O)(NCCc1csc(-c2cccnc2)n1)c1cc(F)ccc1F | -1.6 | 1 | -10 | 2 | -4 | -21 | . | 0.0
Cc1ccc(S(=O)(=O)N2CCOC2CNC(=O)C(=O)NCc2ccc3c(c2)OCO3)cc1 (configuration not stated) | -0.2 | -3 | 1 | -5 | -6 | -8 | 7 | 0.2
CC(C)NC(=O)N(C)C[C@@H]1OCCCC[C@@H](C)Oc2ccc(NC(=O)Nc3ccc(C(F)(F)F)cc3)cc2C(=O)N([C@@H](C)CO)C[C@H]1C | . | -5 | 6 | -2 | . | -7 | . | 0.0
CN(CCC#N)C(=O)COC(=O)/C=C/c1cccs1 | . | 5 | -2 | -5 | -16 | -2 | . | -0.1
O=C(O)c1cccc(Nc2ncnc3ccccc23)c1 | . | -21 | -1 | -2 | -18 | -14 | 3 | .
CCC(C(=O)Nc1cccnc1)c1ccccc1 (configuration not stated) | -0.1 | 3 | 2 | -5 | -4 | -3 | -1 | 0.0
COc1ccc(CN(C)C[C@@H]2OCCCC[C@@H](C)Oc3ccc(NC(=O)c4ccccc4)cc3C(=O)N([C@@H](C)CO)C[C@@H]2C)cc1 | -0.1 | 0 | -1 | 1 | -3 | 11 | 3 | 0.3

No enrichment for hits; about 2.5% have a hit in one of these screens.
